# GLP-1R inv ag = inverse agonists of human GLP-1 receptor; P43220; HEK293 GLP-1R CRE-luciferase, luminescence, 24 h; GLP-1R form is constitutively active; Potency, µM (titrated, usually from 38.3 µM), for the others: top-dose activity change, negative = inhibition, most hits filed as inhibitors; 410,000 tested, 1.6% active; AID 624417; note: % is set by controls: 0 for no effect and ±100 for the full control effect; nearly all actives have a fitted effect of over 55% in size
# Target sequence (P43220 whole entry, looked up): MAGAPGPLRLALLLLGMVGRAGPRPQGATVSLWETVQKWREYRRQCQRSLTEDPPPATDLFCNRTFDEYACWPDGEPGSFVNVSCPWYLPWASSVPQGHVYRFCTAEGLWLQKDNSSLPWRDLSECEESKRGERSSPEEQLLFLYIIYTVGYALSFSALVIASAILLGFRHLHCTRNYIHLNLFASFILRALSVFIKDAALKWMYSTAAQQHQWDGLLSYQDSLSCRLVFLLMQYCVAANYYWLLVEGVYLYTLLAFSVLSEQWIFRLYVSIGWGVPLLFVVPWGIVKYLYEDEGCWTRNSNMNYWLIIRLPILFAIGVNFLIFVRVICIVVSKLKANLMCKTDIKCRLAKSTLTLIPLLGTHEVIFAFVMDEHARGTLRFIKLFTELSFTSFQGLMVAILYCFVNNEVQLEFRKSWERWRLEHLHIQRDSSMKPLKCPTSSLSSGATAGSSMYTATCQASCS
#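 HEK293 cells stably co-expressing constitutively active GLP-1R and a cAMP-responsive luciferase reporter were seeded in DMEM with 10% Nu serum, given compounds after 12 h, and incubated 24 h at 37 deg C. Luminescence was then read.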
# GLP1R cytotox = cytotoxic in the GLP-1 receptor inverse agonist counter-screen | 410,000 tested, 0.13% active | HEK293 cAMP-luciferase reporter cells, luminescence, 24 h | Potency, µM (highest dose often 38.3 µM), for the others: at the highest dose activity change, negative = inhibition, most hits filed as inhibitors;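 note: loss of luciferase light is scored as toxicity; % is set by controls: 0 for no effect and ±100 for the full control effect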
#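 A 23 nL compound transfer followed 12 hours of cell culture at 37 deg C; exposure then lasted 24 hr. Luciferase assay detection reagent was dispensed and plates read for luminescence after a 12 min room-temperature wait.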
# TDP43 rescue = inhibitors of TDP-43 toxicity in yeast. TDP-43 expressing yeast growth rescue, BacTiter-Glo, 24 h. Potency, µM (top dose mostly 46.1 µM), for inactives: at the top dose growth rescue (activation), most hits filed as activators. 410,000 tested, 1.8% active. AID 652104; note: % of control where 0% means no effect; nearly all actives have a fitted effect of over 50% in size
#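 In this qHTS, compounds that restore growth of yeast expressing TDP-43 appear as activators. Cells (OD600=0.02, galactose medium, raffinose-pregrown) are incubated with compound 24 hr at 30 deg C and growth is quantified by BacTiter-Glo.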
# GLP-1R agonist = activates the human GLP-1 receptor; P43220; HEK293 GLP-1R CRE-luciferase, luminescence, 4-6 h; cells express a hypersensitive GLP-1R form; Potency, µM (titrated, usually from 45.6 µM), for inactives: at the top dose activation, most hits filed as activators; 380,000 tested, 0.007% active; AID 624172; note: % of control where 0% means no effect
# KB-3-1 cytotox = KB-3-1 parental cell cytotoxicity. KB-3-1 viability, CellTiter-Glo ATP luminescence, 72 h. Potency, µM (highest dose often 46.1 µM), inactives show top-dose activity change, negative = cytotoxic, usual class: cytotoxic. 400,000 tested, 1.4% active. AID 1347075; note: % is set by controls: 0 for no effect and ±100 for the full control effect; nearly all actives have a fitted effect of over 60% in size
#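 Cytotoxicity in the drug-sensitive parental line KB-3-1 was scored as loss of CellTiter-Glo luminescence following 72 h incubation with compound. Values come from curve fitting of normalized concentration-response data.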
# HT1080NT lethal = kills 2HG-producing HT-1080-NT fibrosarcoma cells; HT-1080-NT fibrosarcoma viability, CellTiter-Glo ATP luminescence, 48 h; 360,000 tested, 1.6% active; Potency, µM (titrated, usually from 46.1 µM), without a hit: at the highest dose activity, negative = less viability, most hits filed as cytotoxic;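 note: NT is the 2HG producing partner of a matched IDH1 knockdown line; 0% = DMSO-treated cells and -100% = media-only wells without cells; nearly all actives have a fitted effect of over 55% in size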
#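 Viability by CellTiter-Glo luminescence after 48 h compound exposure at 37C of HT-1080-NT cells (750/well, RPMI, 5% FBS). % activity scaled between DMSO wells and medium-only wells, then curve-fitted and categorized by curve class.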
# HT1080 IDH1KD tx = kills HT-1080 cells with IDH1 knockdown. Potency, µM (series often up to 46.1 µM), without a hit: top-dose activity, negative = toxicity, most hits filed as cytotoxic. 360,000 tested, 2% active. HT-1080 IDH1 knockdown viability, ATP luminescence, 48 h;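 note: 0% = DMSO wells and -100% = cell-free medium wells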
#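 Knockdown cells (IDH1KD HT-1080) received compounds 2 h after plating at 750 cells/well and were kept 48 h at 37 °C in 5% FBS RPMI. A CellTiter-Glo luminescence read gave % activity for curve fitting.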
# SW480 rerep = induces DNA re-replication in SW480 colon adenocarcinoma cells. Potency, µM (top dose mostly 46.1 µM), for inactives: top-dose re-replication activation, usual class: activators. SW480 DNA re-replication, Hoechst DNA content imaging, 48 h. 340,000 tested, 1.8% active; note: % of control where 0% means no effect; nearly all actives have a fitted effect of over 55% in size
#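 Readout is total intensity of Hoechst-stained nuclei, excited at 405 nm and collected at 500-530 nm. Compound treatment lasted 48 hr at 37 C in 5% CO2 before staining.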
# KB-V1 MDR tox = kills drug-selected multidrug resistant KB-V1 cells | 400,000 tested, 3.4% active | KB-V1 MDR cells viability, CellTiter-Glo, 72 h | Potency, µM (top dose mostly 46.1 µM), without a hit: top-dose activity change, negative = cytotoxicity, actives largely listed as cytotoxic | AID 1347076; note: % is set by controls: 0 for no effect and ±100 for the full control effect; nearly all actives have a fitted effect of over 60% in size
#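 Readout: CellTiter-Glo luminescence, 10 min after addition. Cells: KB-V1 MDR subline, 72 h at 37 degrees C with compound. Analysis: corrected, normalized data fitted to concentration-effect curves.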
# Starred values were filed as active, the others as inactive; ? = inconclusive; / = not tested or not shown; & = joins results of further samples; [ ] = dose if it differs, or a comment. Calls come from the whole dose curve; as a rule, active = well fitted curve in the direction sought with a large enough effect; inconclusive = small, poorly fitted or top-dose-only effect, or another doubt; inactive = no such curve, though single readings can be large; an effect the other way counts as inactive or inconclusive. Potency is the fitted concentration of half-maximal effect. Outcome played no part in choosing rows (roughly 9.4% active in at least one column).
structure | GLP-1R inv ag | GLP1R cytotox | TDP43 rescue | GLP-1R agonist | KB-3-1 cytotox | HT1080NT lethal | HT1080 IDH1KD tx | SW480 rerep | KB-V1 MDR tox
COc1ccc(CCNc2cc(-c3ccccc3)nc3ncnn23)cc1 | 15.8% | 13.7% | ? | 17.9% | ? | 0.0% | -13.2% | -43.2%[inhibitor] | 2.59µM*
Cc1cc2c(cc1S(=O)(=O)NCc1ccccc1Cl)OCCN2C | -16.9%&-28.2% | -7.6%&5.1% | ? | 6.0% | 2.6% | 1.2% | 11.3% | 6.5% | 4.9%
CCN(CC)C(=O)c1sc2nc(N3CCOCC3)c3c(c2c1N)CCCC3 | 0.0% | 0.1% | ? | 27.3% | -13.2% | 8.8% | 0.3% | 3.6% | 4.61µM*
CCc1ccc(C(=O)NC(C(=O)O)C(C)C)cc1 (configuration not stated) | 27.6% | -4.1% | -9.3% | -10.0% | -0.1% | 0.3% | -0.1% | -11.9% | 7.8%
Cc1ccc2cccc(NC(=S)NC(=O)c3ccn(C)n3)c2n1 | 0.0% | ? | 21.4% | 5.0% | 6.2% | 7.94µM* | 7.94µM* | ? | -31.2%
Cc1cccc(-c2noc(-c3ccc(NC4CCCC4)c([N+](=O)[O-])c3)n2)c1 | 14.5% | 1.8% | -1.1% | / | -0.7% | / | / | / | 8.6%
Cc1ccc(-c2c[n+](CC(=O)Nc3nc(-c4ccccc4)cs3)c3n2CCC3)cc1 | -0.4% | -22.8% | -4.2% | -1.2% | -16.7% | ? | 23.1µM* | -1.3% | 0.9%
CCOc1ccc(S(=O)(=O)NCC2CCCO2)cc1 (configuration not stated) | 17.9% | -8.1% | -4.5% | -1.0% | 0.3% | 7.4% | 0.0% | -2.6% | 0.1%
c1ccc(CSc2nnc(Cc3ccccn3)o2)cc1 | 19.0% | 1.3% | 14.2% | 3.8% | -5.6% | -7.3% | -11.6% | -7.4% | -14.7%
CCCC(=O)Nc1ccccc1NC(=O)CN(C)S(=O)(=O)c1ccc(C)cc1 | -11.5% | 18.4% | 6.2% | -0.4% | -2.4% | -0.8% | 2.6% | -3.5% | -3.2%
Cc1ccc(-n2c(SCC(=O)NCC3CCCO3)nc3ccccc3c2=O)cc1C (configuration not stated) | ? | -17.7% | -11.4% | 16.3% | 0.3% | -10.6% | -6.6% | 2.3% | 0.0%
CC1(C(=O)NS(=O)(=O)c2ccccc2Cl)CCN1C(=O)CC(c1ccccc1)c1ccccc1 (configuration not stated) | -14.4% | 4.0% | 1.8% | -2.1% | 0.0% | -0.3% | 8.8% | / | 4.1%
CCOC(=O)[C@]12CCCC=C1N(Cc1ccc3c(c1)OCO3)C(=O)[C@H](CC(=O)NCCCOC)C2 | 3.9% | -1.2% | 9.1% | 11.6% | 13.5% | 11.8% | 2.1% | / | 0.0%
CCCCCCCNC(=O)C1(CC2CC(c3ccc(Cl)cc3)=NO2)CCN(C(=O)OC(C)(C)C)CC1 (configuration not stated) | -12.4% | 0.0% | -3.5% | 2.0% | -6.9% | 1.0% | 11.5% | 0.5%[9.22 µM] | 15.5%
CC(=O)NCC(=O)NC(Cc1ccccc1)C(N)=O (configuration not stated) | 2.8% | -3.5% | 7.4% | 8.4% | 2.8% | 3.9% | 13.7% | -1.4% | ?
CCOP(=O)(OCC)C(NC(=O)Nc1cccc(Cl)c1)c1ccccc1 (configuration not stated) | 7.94µM* | -0.4% | -17.8% | 3.3% | -1.1% | -20.5% | -7.6% | 8.4% | 5.4%
COc1ccc(Oc2nc3c(c(=O)n(C)c(=O)n3C)n2Cc2ccc(Cl)cc2Cl)cc1 | 5.5% | 4.2% | 3.5% | / | 4.1% | / | / | / | -14.5%
CC1=[N+]([O-])C(C)(C)C(C)N(O)C1=O (configuration not stated) | 22.4% | 73.1%[activator] | -3.4% | 21.0% | 2.7% | -2.6% | 0.6% | 2.1% | 0.0%
CCOC(=O)C1CCN(C(=O)c2ccc(SC)cc2OC)CC1 | 10.8% | -3.7% | 0.8% | 4.3% | -17.4% | 12.7% | 23.0% | 4.5% | 0.0%
COC(=O)CCSCC(=O)Nc1ccc(S(=O)(=O)N2CCOCC2)cc1OC | -17.5% | -0.1% | -1.7% | -1.8% | 24.9% | 4.6% | 5.3% | ? | -11.8%

# Profiles from above. Values in the order: GLP-1R inv ag	GLP1R cytotox	TDP43 rescue	GLP-1R agonist	KB-3-1 cytotox	HT1080NT lethal	HT1080 IDH1KD tx	SW480 rerep	KB-V1 MDR tox
# `COc1ccc(CCNc2cc(-c3ccccc3)nc3ncnn23)cc1` is listed with 15.8%	13.7%	?	17.9%	?	0.0%	-13.2%	-43.2%[inhibitor]	2.59µM*
# `CCN(CC)C(=O)c1sc2nc(N3CCOCC3)c3c(c2c1N)CCCC3` is listed with 0.0%	0.1%	?	27.3%	-13.2%	8.8%	0.3%	3.6%	4.61µM*
# `COc1ccc(Oc2nc3c(c(=O)n(C)c(=O)n3C)n2Cc2ccc(Cl)cc2Cl)cc1` is listed with 5.5%	4.2%	3.5%	/	4.1%	/	/	/	-14.5%

# (listing goes on)
structure | GLP-1R inv ag | GLP1R cytotox | TDP43 rescue | GLP-1R agonist | KB-3-1 cytotox | HT1080NT lethal | HT1080 IDH1KD tx | SW480 rerep | KB-V1 MDR tox
Cn1cc(-c2cc3n(n2)CCC(=O)N3CCCC(=O)Nc2ccc(F)cc2F)c2ccccc21 | -13.1% | -0.7% | -0.9% | / | -10.0% | / | / | / | -15.8%
COc1ccc(NC(=O)CCSc2nc(-c3ccco3)cc(C(F)(F)F)n2)cc1OC | -16.9% | 0.0% | 0.0% | / | 11.7% | / | / | / | -29.9%
O=C1C=C(c2cc3ccccc3s2)CCC1 | 2.51µM* | -29.9% | 31.5% | -7.8% | 0.1% | 7.3% | 9.5% | -9.4% | -6.2%
Cc1cc(C)n(-c2nc(NCCN(C)C)c3c4c(sc3n2)CCCC4)n1 | ? | ? | -31.9%[inhibitor] | 16.4% | -10.9% | 20.6µM* | 20.6µM* | ? | ?
CCC(Cc1ccccc1)NS(=O)(=O)c1csc(C(N)=O)c1 (configuration not stated) | -22.8% | 0.1% | -5.4% | -2.7% | 0.3% | 29.7% | 8.5% | -3.1% | 21.1%
Oc1ccc(Cl)cc1/C=N/c1nc2ccccc2[nH]1 | 3.5% | -15.8% | -14.3% | -11.8% | -13.9% | 9.2% | 1.0% | -2.3% | -18.4%
CC(C)(O)C#Cc1ccc(CN2CCN(CCc3ccccc3)C(CCO)C2)s1 (configuration not stated) | ? | -20.4% | 15.0% | 5.3% | 1.8% | 1.9% | 2.1% | 22.5% | -10.6%
CN1C(=O)[C@H]2[C@@H](c3ccc(C(F)(F)F)cc3)N[C@]3(CCCN(Cc4ccc(C(F)(F)F)cc4)C3=O)[C@H]2C1=O | -29.4% | 0.2% | ? | -0.1% | -26.7% | -13.4% | -19.5% | / | -28.8%
Cc1csc(NC(=O)CSc2nnc3c4ccccc4nc(C(C)(C)C)n23)n1 | ? | 2.51µM* | -17.5% | -4.3% | ? | 5.01µM* | 6.31µM* | 0.7% | ?
CSc1ccccc1N=CC1=C(O)CC(C)(C)CC1=O | 2.0% | ? | ? | 13.3% | 3.9% | 0.0% | 0.0% | -0.2% | -0.1%
N#CC1(NC(=O)COC(=O)CNC(=O)c2sc3ccccc3c2Cl)CCCCC1 | 12.2% | -8.3% | 9.7% | 9.9% | 1.0% | 6.6% | 9.8% | -7.1% | 0.0%
O=[N+]([O-])c1cccc(/C=N/N2CCN(c3ccccn3)CC2)c1 | 51.9%[activator] | -13.0% | -1.6% | -1.9% | ? | 6.6% | -2.5% | ? | ?
COc1cc(C(C)=O)ccc1OCC(=O)OCCCOC(=O)COc1ccc(C(C)=O)cc1OC | 14.0% | -0.9% | -3.4% | -20.6% | 29.8% | -7.8% | 4.4% | -0.7% | -2.8%
CCOc1ccc(-c2cc3nc(C4CCN(C(=O)OC(C)(C)C)CC4)c(C(=O)Nc4ccc(C)cc4Cl)cn3n2)cc1 | 11.6% | 6.7% | 23.5% | / | 9.3% | / | / | / | -13.8%
CNC(=O)c1[nH]nc2c1CCc1cc(OC)ccc1-2 | 137.2%[activator] | 11.4% | -17.6% | 17.0% | -1.4% | 21.1% | -1.6% | ? | 15.5%
CCC(Sc1nc2ccccc2c(=O)[nH]1)C(=O)Nc1ccc(C(C)=O)cc1 (configuration not stated) | 52.8%[activator] | -13.5% | 3.1% | 11.7% | -1.8% | -19.6% | ? | -5.4% | -6.6%
CCOC(=O)c1nn(-c2ccccc2F)c2nc(-c3ccco3)c(C#N)c(=O)n12 | 5.8% | 14.7%[1.53 µM] | -3.9% | 0.8% | -1.7% | 2.4% | 1.3% | -2.7% | -20.8%
O=C(CSc1nc2ccccc2o1)N1CCOCC1 | 13.6% | 1.2% | 5.4% | -2.4% | 0.0% | 24.0% | 21.5% | 1.6% | ?
COc1ccccc1NC=C1C(=O)OC(C)(C)OC1=O | 0.0% | -21.5% | 0.0% | -4.6% | 14.2% | -0.9% | 8.3% | -9.5% | -0.9%
CCN(c1ccc2c(c1)OCO2)S(=O)(=O)c1cc2c(cc1Br)CCN2C(=O)C1CC1 | 8.7% | -4.2% | 9.9% | 0.3% | 1.4% | -2.6% | 8.8% | 0.0% | -14.1%
CCCc1c(C(=O)O)cnn1-c1ccc(Cl)cc1 | 6.4% | -13.9% | 20µM* | -4.8% | -11.0% | -4.8% | 3.5% | -10.7% | ?
Nc1ncnc(N2CCOCC2)c1N | -3.8% | -3.4% | -11.0% | 1.4% | 0.3% | 14.9% | 16.4% | 20.6µM* | -5.1%
NC(=O)c1ccc(NC(=O)COc2cccc3ccccc23)cc1 | 35.1%[activator] | 8.2% | 17.0% | 6.6% | 19.3% | -10.5% | 3.0% | -5.8% | 17.6%
COc1ccc(OC)c(NC(=O)CS(=O)(=O)Cc2nc(-c3ccc(C)cc3)oc2C)c1 | 3.1% | -7.0% | 20.8% | / | 10.3% | / | / | / | 0.0%

# Screens (PubChem)
